Source: PubChem BioAssay
m-calpain inh: blocks pig calpain II enzyme activity; purified calpain II, fluorogenic peptide substrate, 30 min; inhibition, % at 16 µM; actives 0.37% (n = 220,000);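 active means inhibition above about 50%, limit read from the data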
EP2 mod: modulates human prostaglandin E2 receptor EP2 signaling | EP2-expressing cells, cAMP HTRF FRET, PGE2 co-stimulation | actives 0.83% (n = 260,000) | induction, % at 25 µM | AID 940 | P43116;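 active means compounds whose cAMP rise, as percent of the full-agonist control response, exceeds 60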;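 further: rat C6 glioma line stably carrying human EP2 under a CMV promoter; the protocol text gives 20 µM as final concentration; 100% = response of wells given 1 µM PGE2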
TbHK1 inh: T. brucei hexokinase 1 inhibition; recombinant TbHK1, G6PDH-coupled NADH A340; inhibition, % at 10 µM; actives 0.11% (n = 220,000); AID 1430;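 active means inhibition of 50% or more in the single-dose primary screen; inactive means inhibition below 50%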
Hck-Nef inh: blocks Nef-activated human Hck kinase | Recombinant Hck-YEEI plus Nef, Z-Lyte FRET kinase assay | P08631 | actives 0.68% (n = 220,000) | inhibition, % at 20 µM;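 active means Hck-Nef kinase inhibition above about 50%, limit read from the data; inactive means inhibition below that limit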;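 further: 0% = DMSO with Hck plus Nef and 100% = Hck alone without Nef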
Target sequence (P08631 whole entry, looked up): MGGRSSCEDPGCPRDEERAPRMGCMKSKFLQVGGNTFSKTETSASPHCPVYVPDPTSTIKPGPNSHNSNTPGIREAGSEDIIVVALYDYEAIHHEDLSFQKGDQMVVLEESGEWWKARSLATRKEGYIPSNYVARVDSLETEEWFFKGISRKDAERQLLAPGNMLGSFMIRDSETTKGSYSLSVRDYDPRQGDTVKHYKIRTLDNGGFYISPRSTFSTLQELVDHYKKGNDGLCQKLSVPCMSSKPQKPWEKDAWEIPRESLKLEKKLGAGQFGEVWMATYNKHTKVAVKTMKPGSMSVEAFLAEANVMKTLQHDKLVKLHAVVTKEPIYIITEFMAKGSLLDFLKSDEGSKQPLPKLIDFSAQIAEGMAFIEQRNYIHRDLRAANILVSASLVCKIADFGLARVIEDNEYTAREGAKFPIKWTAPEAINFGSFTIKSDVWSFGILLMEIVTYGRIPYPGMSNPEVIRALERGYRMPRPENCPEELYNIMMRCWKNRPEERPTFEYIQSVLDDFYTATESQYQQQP
L929 necroptosis: blocks zVAD induced death of L929 cells; L929 zVAD necroptosis rescue, ATP luminescence, 24 h; with zVAD 60 µM; actives 0.38% (n = 220,000); viability rescue, % at 10 µM;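 active means activation, scaled between plate controls, above about 75%, limit read from the data; inactive means activation under that limit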;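 further: 0% = zVAD with DMSO and 100% = DMSO alone without zVAD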
Rad51 HR inh: Rad51 (human) homologous recombination inhibition; Q06609; hRad51 DNA strand exchange, fluorescence dequenching; inhibition, % at 10 µM; actives 0.085% (n = 200,000); AID 1385;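 active means inhibition above 40% at the single screening dose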;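 further: 0% = DMSO control wells and 100% = blanks with heterologous ssDNA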
Target sequence (Q06609 whole entry, looked up): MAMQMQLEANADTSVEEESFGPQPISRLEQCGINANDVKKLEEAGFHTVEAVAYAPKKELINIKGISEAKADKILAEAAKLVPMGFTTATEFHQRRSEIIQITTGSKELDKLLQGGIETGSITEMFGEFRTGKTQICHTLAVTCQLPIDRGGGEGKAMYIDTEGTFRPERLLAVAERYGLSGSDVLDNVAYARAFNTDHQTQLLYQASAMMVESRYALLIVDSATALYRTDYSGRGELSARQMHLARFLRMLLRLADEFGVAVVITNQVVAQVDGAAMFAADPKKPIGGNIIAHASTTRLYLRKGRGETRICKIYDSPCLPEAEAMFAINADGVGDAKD
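Test system: preformed human Rad51 ssDNA filaments. Compound dosing: single dose, 10 µM final compound. Incubation: filaments 15 min 37 °C, then compound 30 min. Technique: FRET fluorescence dequenching, excitation 485 nm, emission 520 nm. Read-out basis: percent inhibition from fluorescence, normalised to plate control and blank means. Benchmarks: plate controls and plate blanks.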
eIF4E-4G inh: inhibitors of eIF4E and eIF4G interaction in translation initiation; actives 0.37% (n = 220,000); TR-FRET eIF4E-eIF4GI(517-606) binding, 2 h; AID 782; inhibition, % at 21.7 µM;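 active means inhibition above about 30%, limit read from the data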;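 further: 0% = full FRET control wells and 100% = background wells lacking eIF4GI fragment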
PGE2 EP2 inh: inhibitors of human EP2 prostaglandin E2 receptor; C6 glioma cells expressing human EP2, cAMP TR-FRET; cells stimulated with saturating PGE2; inhibition, % at 25 µM; actives 0.52% (n = 260,000); AID 1422;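 active means percent inhibition above 40 after rounding to a whole number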;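 further: rat C6 glioma host cells with rolipram phosphodiesterase inhibitor present; the protocol text gives 20 µM as final concentration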
14-3-3 Bad inh: disrupts binding of bovine 14-3-3 zeta to phospho-Bad peptide | TR-FRET 14-3-3zeta/Dy647-pBad peptide displacement, 1 h | inhibition, % at 21.7 µM | P63103 | actives 0.71% (n = 220,000) | AID 781;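 active means inhibition above about 70%, limit read from the data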;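 further: 0% = full 14-3-3 plus peptide FRET controls and 100% = background without 14-3-3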
* hit, by the source's call; i = inactive; · = not tested or not shown; & = joins results of further samples; [ ] = dose if it differs, or a comment.

Each structure is followed by: m-calpain inh	EP2 mod	TbHK1 inh	Hck-Nef inh	L929 necroptosis	Rad51 HR inh	eIF4E-4G inh	PGE2 EP2 inh	14-3-3 Bad inh
CCOC(=O)c1ccc(NC(=O)CSc2nnc(CNC(=O)c3ccccc3F)o2)cc1
  -26.7	12.9	5.6	-0.9	0.0	1.9	1.7	24.4	-3.4
CN1CCN(CC(=O)N2c3ccccc3C(=O)Nc3cccnc32)CC1
  -12.7	27.8&25.6&-8.3	-3.5	-4.3	1.3	·	1.9	11.4&15.5	52.9[fluorescence artefact?]
COc1ccc(CNCc2cc3c(C(C)(C)C)nn(-c4ccccc4)c3[nH]c2=O)cc1
  -70.0	-4.1	-5.2	4.8	0.8	9.4	-2.8[fluorescence artefact?]	18.5	-1.6[fluorescence artefact?]
Cc1ccc(C)c(S(=O)(=O)N2CCN(Cc3ccc(O)c4ncccc34)CC2)c1
  5.0	-18.5	1.7	-10.0	17.1	2.3	-0.8	0.7	-15.4
O=C(Nc1ccc2nsnc2c1)c1cccs1
  -53.7	-8.0	-10.4	5.5	-0.2	-4.6	-13.4	12.5	-9.2
N#Cc1c(C(F)(F)F)cc(-c2ccco2)nc1SCc1ccccn1
  -76.4	49.2	-11.9	21.7	0.6	-2.7	3.1	7.7	-7.9
CCOc1ccc(-c2cc(C(=O)NCC3CCCO3)c3ccccc3n2)cc1 (stereo not drawn)
  -473.8	-39.7	2.9	3.3	0.5	3.4	9.7	7.9	11.1
Cc1ccc(-n2[nH]c(C)c(C=NC34CN5CN(CN(C5)C3)C4)c2=O)cc1C
  -31.5	2.5	-16.8	1.3	-2.1	1.8	1.1	17.2	2.5
O=C(N/N=C/c1ccncc1)c1nn(Cc2ccccc2)c(=O)c2ccccc12
  -27.9	-3.7	-10.3	23.2	1.2	-0.1	1.9	12.3	-5.2
O=C(CSc1nnc2ccccn12)NNC(=O)c1ccc(F)cc1
  21.2	11.1	11.2	-7.5	-0.6	-11.7	5.7	10.6	5.4
O=C1OCCC1Sc1nnc(-c2ccccc2Cl)n1Cc1ccccc1 (stereo not drawn)
  -16.1	9.9	-4.9	3.9	1.6	-3.0	-1.7	14.5	-16.1
COc1cccc(CC2(CO)CCCN(Cc3ccc(CN4CCCCC4)s3)C2)c1 (stereo not drawn)
  20.8	0.8	-8.9	-11.2	0.1	-6.7	1.3	9.5	-9.3
CN1CCC(C2(O)c3ccccc3CCc3ccccc32)CC1
  -8.1	1.5	-0.5	-2.7	0.9	·	4.0	3.6	1.0
O=S(=O)(Cc1cnc(Cl)s1)c1ccccc1
  0.4	27.4	-0.5	-0.6	0.7	-4.1	-7.5	14.3	0.2
N#Cc1ccc(OCC(=O)N/N=C2\CCc3ccccc32)cc1
  20.7	-18.0	6.5	-8.4	-0.6	-6.4	-2.3	7.5	-1.7
Cc1csc(SCC(=O)N2CCN(S(=O)(=O)c3ccccc3)CC2)n1
  7.0	-6.6	-6.4	0.5	0.1	·	3.4	·	4.7
O=S(=O)(NCc1cn2ccsc2n1)c1ccc2c(c1)OCCO2
  -9.6	3.2	-1.6	1.1	0.2	-1.6	4.8[fluorescence artefact?]	2.9	-0.1[fluorescence artefact?]
O=C(NCCCN1CCOCC1)c1ccc(CSc2ccc(Cl)cc2)cc1
  -41.1	-49.0	-4.8	20.7	-0.5	3.4	-4.1	4.7	-6.0
CCOC(=O)N1CCN(C(=O)c2ccc3c(=O)n(-c4cc(OC)ccc4OC)c(=S)[nH]c3c2)CC1
  -12.0	13.4	-10.4	6.9	-0.1	·	2.1	1.8	-2.7
NS(=O)(=O)c1ccc(NC(=S)Nc2ccc(S(=O)(=O)N3CCCC3)cc2)cc1
  0.4	-4.7	-0.9	32.6	2.0	-3.4	-2.1	8.2	-7.7
CCCc1ccc(-c2cc(NC(=O)CSc3nnc(N)s3)n(-c3ccccc3)n2)cc1
  25.2	-7.3	3.9	2.8	1.6	2.5	0.5[fluorescence artefact?]	11.6	-2.5[fluorescence artefact?]
COc1ccc(C)cc1NC(=O)c1ccc2c(c1)OCO2
  -40.6	12.6	6.6	0.0	0.5	1.6	-1.1[fluorescence artefact?]	0.1	-8.6
O=C(c1ccc(COc2ccccc2Br)cc1)N1CCCCC1
  5.2	-32.6	-2.4	0.5	0.6	-4.0	8.5	13.0	6.1
COc1ccc(C(=O)NC2(C(F)(F)F)NC(=O)N(CCCc3ccccc3)C2=O)c(OC)c1OC (stereo not drawn)
  36.7	14.5	-4.2	-0.7	2.1	4.2	3.1	8.0	2.6
COc1ccc(C2(C(N)=O)CCCCC2)cc1OC
  -4.6	14.3	5.2	1.0	2.6	-2.6	-1.4[fluorescence artefact?]	15.6	-10.8
COc1ccc(N2CCN(C(=O)c3cn(C4CCCC4)c(=O)c4c3c3ccccc3n4C)CC2)cc1
  -49.7	38.1	-25.9	0.8	0.8	·	-6.3	·	-8.3
O=c1cc(O)c2sc3nc(-c4cccnc4)cc(C(F)(F)F)c3c2[nH]1
  -74.6	-3.5	-37.4	1.9	0.1	-49.7	6.3[fluorescence artefact?]	9.0	7.1[fluorescence artefact?]
CCOc1ccc(C(=O)NC(=S)Nc2cccnc2)cc1[N+](=O)[O-]
  -18.1	-71.1	-4.9	26.0	2.8	4.8	0.5	1.6	-6.8
Cc1cc(C(=O)CSc2nnc(-c3ccccc3)n2C)c(C)n1C
  -17.6	-8.1	-9.5	-0.1	0.1	-4.0	3.4	2.5	-9.3
CSc1ccc(CNc2ccccc2)cc1
  9.9	27.6	4.3	2.2	1.2	-7.8	3.8	8.5	10.6
CC(C)CC1CC(C)(c2csc(NNC(=O)c3ccccc3)n2)OC1=O (stereo not drawn)
  13.8	-11.5	-4.4	11.9	-0.2	2.3	0.6	5.9	-6.5
COc1ccc(Cn2cc(F)c(=O)n(C)c2=O)cc1[N+](=O)[O-]
  13.9	-17.4	-13.2	8.7	-0.1	·	-10.4	4.4	4.5
Cc1cc(Nc2cnc3ccccc3n2)n(-c2ccccc2)n1
  1.0	-13.9	-14.3	-0.3	-0.1	-1.4	-37.1	9.5	11.1
Cc1cc(C)c2c(n1)nn1c(NCCN3CCOCC3)cc(C)nc21
  i	11.4	-12.6	32.5	1.7	9.6	9.6	7.2	13.6
NC(CC(=O)O)c1ccc(F)cc1 (stereo not drawn)
  20.7	-4.3	-2.8	-1.9	1.2	-0.3	-1.1[fluorescence artefact?]	2.1	10.2[fluorescence artefact?]
COc1cc(/C=C/C(=O)OCC(=O)NC(=O)NC(C)C)cc(S(=O)(=O)N2CCc3ccccc32)c1OC
  -0.2	43.5	-15.0	4.0	0.9	11.2	2.8	4.7	-5.5
COC(=O)c1cc(OC)c(OC)cc1NC(=O)c1ccoc1C
  -271.8	42.6	-7.2	4.4	-0.9	6.0	2.8	7.9	16.7[fluorescence artefact?]
COc1ccc(C(=O)NCC(C)(C)SCc2c(C)cc(C)cc2C)cc1
  56.1*	-13.1	7.1	0.3	0.0	10.1	-12.2	15.3	2.1
Nc1ccc(-n2cnc3cc([N+](=O)[O-])ccc32)cc1
  17.8	-2.3	-14.1	3.3	78.1*	7.9	-3.2	16.0	-12.8
CC1CCN(CCc2nc3cc(NS(=O)(=O)c4ccc(F)cc4)ccc3n2C)CC1
  16.0	-14.6	-0.9	1.7	0.2	2.0	2.8	14.8	-14.2
C#CCNC(=O)C1=C[C@@H](C)C[C@@H](OCc2ccc(CO)cc2)O1
  -3.6	-13.4	-11.3	9.5	-0.2	-1.6	1.6	14.0	-2.1
CCn1ncc(CN2CCCC(CNC(=O)c3ccc(F)cc3)C2)c1C (stereo not drawn)
  23.2	-3.2	7.3	22.8	-0.3	7.4	-1.4	5.2	-9.9
CCOC(=O)c1c(C)[nH]c(C(=O)Cn2nnc(-c3ccccc3Cl)n2)c1C
  13.5	9.7	-3.2	2.1	2.5	4.2	-6.3	21.0	5.6
Cc1cccc(NC(=O)CSc2nc(N)c(NC(=O)c3cccs3)c(=O)[nH]2)c1C
  -0.3	22.5	-4.1	-6.2	·	-1.7	1.9	7.6	-2.0
CCc1ccc(NC(=O)Cn2c(SC)nc3ccccc32)cc1
  21.3	-7.7	2.9	-4.0	1.3	-3.9	5.5	9.7	-6.5
CCCCCCCc1c(O)nc(SCCN2CCOCC2)[nH]c1=O
  -7.2	22.6	-3.9	15.7	11.4	-0.7	1.6	3.2	-7.1
O=C(CSc1nncs1)NCCCc1ccccc1
  -2.7	6.8	-3.1	11.1	1.1	6.8	-1.6	3.9	-6.1
COc1ccc(/C=N/NC(=O)c2cc(C34CC5CC(CC(C5)C3)C4)[nH]n2)cc1O
  -71.6	-32.8	-23.0	0.7	3.0	14.1	3.3	14.0	7.6
CCN(CC)C(=O)c1cn(-c2ccccc2)nc1-c1ccc2c(c1)OCCO2
  11.7	20.7	-6.9	0.0	0.6	3.2	2.4	12.1	-0.6
CCOc1ccccc1-n1c(SCC(=O)N2CCCC2)nnc1-c1ccoc1C
  -2.8	3.1	20.9	1.4	-0.4	-3.1	0.0	3.9	-5.3
COC(=O)c1[nH]c2ccc(C)cc2c1NC(=O)NC1CCCCC1
  -22.3	-41.5	-15.0	0.6	0.4	-1.7	-2.8	14.5	-10.4
C=CC(=O)NN(C)c1ncc(C(F)(F)F)cc1Cl
  -27.2	6.5	6.5	8.3	19.3	17.1	0.7	3.8	-8.8
C=C(C(=O)O)C1CCC2(C)CCCC(C)(O)C2C1 (stereo not drawn)
  -19.1	23.1	0.2	31.5	0.8	-5.1	-16.1	12.5	5.0
CCOc1cccc2cc(C(=O)N3CCN(C/C=C/c4ccccc4)CC3)c(=O)oc12
  -37.4	20.2	-16.0	10.7	0.3	·	-0.1	5.3	4.9
O=C(COc1ccc(S(=O)(=O)N2CCOCC2)cc1)N1CCCCCC1
  -20.0	-4.2	-13.4	7.9	0.9	·	0.5	10.0	2.4
COc1ccc(C2C=C(Nc3ccccc3)C(=O)N2c2ccccc2)cc1OC (stereo not drawn)
  -36.7	17.1	-14.1	3.9	0.0	·	2.5[fluorescence artefact?]	5.3	-7.2
COc1ccc(/C=C/c2nnc(NC(=O)C(C)(C)C)s2)cc1
  -22.7	-16.1	-59.5	26.8	0.1	·	2.4	3.6	-1.8
COc1ccc(CC(=O)NCc2csc(-c3cccs3)n2)cc1OC
  9.0	-14.2	-19.4	-9.0	0.9	12.6	5.6	21.4	-1.1
O=C(Nc1ccc(S(=O)(=O)N2CCCC2)cc1)c1cnccn1
  -6.2	-25.9&-0.4	-6.2	17.0	2.8	-0.5	-2.6	7.3&7.7	-9.9
Clc1ncnc2scc(-c3ccccc3)c12
  13.7	23.1	0.9	0.4	-0.5	-4.6	-1.3	12.8	0.5
CNC(=S)N/N=C(\C)c1ccc(-n2ccnc2)cc1
  -15.8	-6.9	-13.3	-12.7	0.1	-5.0	-7.3	1.5	0.1[fluorescence artefact?]

3 structures already listed, arranged by SMILES length, low to high.
Each structure is followed by: m-calpain inh	EP2 mod	TbHK1 inh	Hck-Nef inh	L929 necroptosis	Rad51 HR inh	eIF4E-4G inh	PGE2 EP2 inh	14-3-3 Bad inh
C=CC(=O)NN(C)c1ncc(C(F)(F)F)cc1Cl
  -27.2	6.5	6.5	8.3	19.3	17.1	0.7	3.8	-8.8
CCOc1ccccc1-n1c(SCC(=O)N2CCCC2)nnc1-c1ccoc1C
  -2.8	3.1	20.9	1.4	-0.4	-3.1	0.0	3.9	-5.3
CCOC(=O)c1c(C)[nH]c(C(=O)Cn2nnc(-c3ccccc3Cl)n2)c1C
  13.5	9.7	-3.2	2.1	2.5	4.2	-6.3	21.0	5.6

This is a subset; count on the stated rates, not on these rows.
